From PubChem
PREPL inhibitor – PREPL enzyme inhibitors, primary screen, biochemical, fluorescence polarization; recombinant PREPL, fluorescence polarization activity-based probe; inhibition, % at 5.96 µM; 320,000 tested, 0.68% active; AID 2751, 2010; in the data active means inhibition above about 43%;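 further: 0% = enzyme with DMSO and 100% = wells lacking enzyme; many of its hits are not listed in these tables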
ZTA counter – blocks Epstein-Barr virus ZTA, an EBNA-1 counter-screen | P03206 | ZTA-DNA binding, fluorescence polarization | inhibition, % at 11 µM | 320,000 tested, 0.15% active | AID 2234; in the data active means inhibition above about 33%
Target sequence (P03206 whole entry, looked up): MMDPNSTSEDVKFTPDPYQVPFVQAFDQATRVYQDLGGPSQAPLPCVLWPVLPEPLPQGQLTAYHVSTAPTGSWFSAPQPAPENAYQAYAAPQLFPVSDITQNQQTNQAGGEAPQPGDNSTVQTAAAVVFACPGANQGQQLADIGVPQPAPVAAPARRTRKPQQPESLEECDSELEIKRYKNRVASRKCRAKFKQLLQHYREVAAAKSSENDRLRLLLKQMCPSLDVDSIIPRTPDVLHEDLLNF
PAD4 inh – human PAD4 inhibitors, primary screen, biochemical, fluorescence polarization, 1536-well format | Protein-arginine deiminase type-4 (Homo sapiens), Q9UM07 | recombinant PAD4, RCA probe fluorescence polarization | inhibition, % at 6.36 µM | 330,000 tested, 0.41% active;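 active means percent inhibition above a cutoff equal to the mean of all tested compounds plus 3 SD, cut at about 15% in these data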;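 further: 0% = PAD4 with RCA probe and DMSO and 100% = probe without PAD4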
Target sequence (Q9UM07 whole entry, looked up): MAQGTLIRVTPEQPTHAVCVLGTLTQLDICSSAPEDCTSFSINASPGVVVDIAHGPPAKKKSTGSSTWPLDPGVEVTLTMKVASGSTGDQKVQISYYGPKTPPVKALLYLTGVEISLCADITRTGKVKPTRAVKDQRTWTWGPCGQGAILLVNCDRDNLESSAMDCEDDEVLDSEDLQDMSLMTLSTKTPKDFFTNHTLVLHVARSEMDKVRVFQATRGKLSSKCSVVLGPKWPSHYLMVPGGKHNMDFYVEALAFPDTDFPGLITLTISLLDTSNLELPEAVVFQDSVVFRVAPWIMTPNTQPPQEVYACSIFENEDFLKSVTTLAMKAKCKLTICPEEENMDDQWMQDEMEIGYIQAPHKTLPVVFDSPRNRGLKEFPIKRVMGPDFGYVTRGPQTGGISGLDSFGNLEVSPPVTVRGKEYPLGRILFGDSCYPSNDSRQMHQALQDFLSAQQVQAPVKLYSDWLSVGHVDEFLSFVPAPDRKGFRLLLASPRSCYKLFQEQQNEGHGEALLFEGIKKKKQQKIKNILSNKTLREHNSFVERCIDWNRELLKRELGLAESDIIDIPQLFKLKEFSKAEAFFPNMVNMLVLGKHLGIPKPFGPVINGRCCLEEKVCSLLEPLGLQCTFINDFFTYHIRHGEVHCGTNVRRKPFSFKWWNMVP
LYPLA1 counter – LYPLA1 inhibitors, primary screen, counter-screen for PME1 inhibitor project, biochemical, fluorescence polarization, FP-Rh probe ABPP; recombinant LYPLA1; 320,000 tested, 0.16% active; AID 2174, 2009; Acyl-protein thioesterase 1 (Homo sapiens), O75608; inhibition, % at 5.9 µM;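 active means inhibition above the mean of all tested compounds plus 3 SD, set per campaign, cut at about 14% in these data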;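 further: inhibitors block serine hydrolase probe labeling of LYPLA1 so polarization falls; 0% = enzyme with DMSO and 100% = wells lacking LYPLA1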
GSTO1 counter – inhibitors of recombinant GSTO1, primary screen, counter-screen for RBBP9 inhibitor project, biochemical, fluorescence polarization; Glutathione S-transferase omega-1 (Homo sapiens), P78417; activity-based probe fluorescence polarization; inhibition, % at 5.96 µM; 300,000 tested, 1.1% active; AID 1974, 2009;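 active means inhibition above the campaign mean inhibition plus 3 SD, cut at about 35% in these data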;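 further: 0% = GSTO1-1 with DMSO and 100% = wells lacking GSTO1-1 enzyme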
LYPLA2 counter – LYPLA2 inhibitors, primary screen, counter-screen for PME1 inhibitor project, biochemical, fluorescence polarization, FP-Rh probe ABPP; recombinant LYPLA2; inhibition, % at 5.9 µM; 320,000 tested, 0.38% active; AID 2177, 2009;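 active means inhibition above the screen-wide mean plus 3 SD, limit set per campaign, cut at about 26% in these data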;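 further: 0% = LYPLA2 with DMSO and 100% = wells lacking LYPLA2 enzyme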
EBNA-1 inhibitor – EBNA-1 DNA-binding inhibitors, primary screen, biochemical, fluorescence polarization; inhibition, % at 14.8 µM; 300,000 tested, 0.34% active; AID 1950, 2009; in the data active means inhibition above about 28%
PAFAH2 FP inh – PAFAH2 enzyme inhibitors, primary screen, biochemical, fluorescence polarization, human; 340,000 tested, 0.99% active; inhibition, % at 3.39 µM; recombinant PAFAH2, FP-rhodamine activity probe; Platelet-activating factor acetylhydrolase 2, cytoplasmic (Homo sapiens), Q99487;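 active means inhibition above the mean over all tested compounds plus 3 SD, cut at about 30% in these data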;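 further: inhibitors block probe labeling of enzyme so polarization drops; 0% = enzyme with DMSO and 100% = wells lacking PAFAH2 protein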
PAFAH1B3 inh – PAFAH1B3 enzyme inhibitors, primary screen, biochemical, fluorescence polarization, human; recombinant PAFAH1B3, FP-rhodamine probe; 340,000 tested, 0.28% active; Platelet-activating factor acetylhydrolase IB subunit alpha1 (Homo sapiens), Q15102; AID 492972, 2010; inhibition, % at 3.39 µM;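 active means inhibition above the screen-wide average of all tested compounds plus 3 SD, cut at about 25% in these data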;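 further: 0% = enzyme with DMSO only and 100% = wells lacking PAFAH1B3 protein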
Numbers without * were called inactive; · = not tested or not shown. Only part of the results is shown (hit frequency here may not be typical).

Codes – A = PREPL inhibitor; B = ZTA counter; C = PAD4 inh; D = LYPLA1 counter; E = GSTO1 counter; F = LYPLA2 counter; G = EBNA-1 inhibitor; H = PAFAH2 FP inh; I = PAFAH1B3 inh
#1 O=C(/C=C/c1ccc2ccccc2n1)c1cc(Br)ccc1O
  A: 18; B: 3; C: -11; D: -1; E: -14; F: -2; G: 2; H: -7; I: 4

#2 Cc1ccc(S(=O)(=O)N2CCN(Cc3cc(=O)n4ccccc4n3)CC2)c(C)c1
  A: 14; B: 7; C: 6; D: -2; E: ·; F: 6; G: ·; H: -7; I: 1

#3 CN(C)C(=O)c1ccc(NC(=O)COC(=O)C2CCN(S(=O)(=O)c3ccc4c(c3)OCCO4)CC2)cc1
  A: -2; B: -4; C: 1; D: -1; E: -4; F: 2; G: 2; H: 9; I: 7

#4 COc1ccc(NC(=O)COC(=O)c2ccc(C)c(S(=O)(=O)N3CCCCC3)c2)cc1
  A: 13; B: 10; C: -5; D: -10; E: ·; F: -3; G: ·; H: 20; I: 12

#5 COCCn1c(SCC(=O)NCc2cccs2)nnc1-c1ccc(OC)cc1
  A: -2; B: 8; C: -3; D: -2; E: -1; F: -8; G: -12; H: 3; I: 7

#6 CC1CCCC(C)N1C(=S)NCc1ccco1 (stereo not drawn)
  A: 19; B: -6; C: -6; D: 1; E: -5; F: -4; G: -9; H: 7; I: 7

#7 N/C(Cc1ccc(Cl)cc1Cl)=N\OC(=O)c1ccccc1
  A: 2; B: 18; C: -3; D: -7; E: 3; F: -6; G: 6; H: 78*; I: 5

#8 O=C1[C@H]2[C@@H](c3ccc(Cl)cc3)N3C(=O)N(c4cccc(F)c4)C(=O)[C@@]3(Cc3ccccc3)[C@H]2C(=O)N1C1CCCCC1
  A: -9; B: 19; C: 3; D: -4; E: -4; F: -10; G: 25; H: -5; I: -1

#9 Nc1nnc(SCC(=O)OCC(=O)NC2CCCCC2)s1
  A: -4; B: 5; C: -4; D: -2; E: -5; F: -5; G: 3; H: -1; I: 1

#10 C#CCNC(=O)C1=C[C@@H](c2ccc(Br)cc2)[C@H](CCCO)[C@@H](OCC)O1
  A: -7; B: -7; C: 2; D: 1; E: 6; F: -1; G: 2; H: -3; I: -5

#11 O=C(CCN1CCc2ccccc2C1)Nc1ccccc1
  A: 8; B: 5; C: -2; D: -1; E: -3; F: -6; G: 4; H: -10; I: 4

#12 CC(O)c1nc2ccccc2n1CC(=O)Nc1ccc(F)cc1Cl (stereo not drawn)
  A: 10; B: -8; C: -3; D: 9; E: 3; F: 9; G: -3; H: 1; I: 4

#13 CCc1ccc(C(=O)OCC(=O)N(CCOC)c2c(N)n(Cc3ccccc3)c(=O)[nH]c2=O)cc1
  A: 10; B: -4; C: -1; D: 3; E: 7; F: 9; G: 5; H: 0; I: 12

#14 CCOC(=O)C1=CCC2c3c(c4ccccc4n3C)C(=O)C1N2C(=O)OC(C)(C)C (stereo not drawn)
  A: 7; B: 4; C: -2; D: -2; E: ·; F: -1; G: ·; H: 2; I: 8

#15 CCc1nccn1CCC(=O)NC1CC(C)(C)Cc2c1cnn2-c1ccc(OC)cc1 (stereo not drawn)
  A: 3; B: 2; C: -2; D: 1; E: 5; F: 9; G: 7; H: 4; I: 4

#16 CC1Cc2cc(S(=O)(=O)CCC(=O)N3CCN(c4ccccc4)CC3)ccc2N1C(=O)C1CC1 (stereo not drawn)
  A: 1; B: 7; C: 0; D: 3; E: 10; F: 6; G: -2; H: -3; I: 9

#17 Cc1ccc2c(c1)N(C(=O)CCC(=O)N1CCN(c3ccccn3)CC1)CCO2
  A: -4; B: 3; C: -1; D: -1; E: 3; F: -3; G: 10; H: 3; I: -4

#18 CSCCC1NC2(C(=O)Nc3c2ccc(Cl)c3C)[C@@H]2C(=O)N(C3CCCC3)C(=O)[C@H]12 (stereo partly drawn)
  A: -4; B: 1; C: -3; D: 0; E: -1; F: -1; G: 9; H: 1; I: -8

#19 O=C(NCCc1ccccc1Cl)c1ccc2nc3ccccc3c(=O)n2c1
  A: -2; B: -8; C: 1; D: -6; E: -5; F: -8; G: -6; H: -3; I: 9

#20 CC(=O)Nc1cccc(NC(=O)c2cc(-c3ccccn3)nc3ccc(Cl)cc23)c1
  A: 9; B: 17; C: -4; D: 0; E: -7; F: -2; G: 7; H: -17; I: -12

#21 O=S(=O)(c1cc(Cl)ccc1Cl)n1cccn1
  A: 8; B: -4; C: -4; D: 0; E: 3; F: 4; G: 5; H: -1; I: -1

#22 CCN(CC)S(=O)(=O)c1ccc(-c2nnc(SCC(=O)Nc3cc(OC)cc(OC)c3)o2)cc1
  A: 3; B: 26; C: 3; D: -1; E: -4; F: 0; G: 13; H: -5; I: 8

#23 CCOc1cc(/C=C2\N=C(C)OC2=O)cc(Cl)c1OCC(=O)OC
  A: 1; B: 13; C: 1; D: 1; E: 4; F: 5; G: -1; H: 12; I: -6

#24 O=S1(=O)N=C(Nc2ccc(N3CCOCC3)cc2)c2ccccc21
  A: 10; B: 1; C: 3; D: 1; E: 2; F: 4; G: 7; H: -5; I: 3

#25 Cn1c(SCC(=O)Nc2cc(S(=O)(=O)N3CCOCC3)ccc2N2CCOCC2)nnc1-c1ccncc1
  A: -6; B: 9; C: 2; D: 2; E: 0; F: -4; G: -12; H: -2; I: -2

#26 Cc1ccc(-n2cc(-c3ccccc3)c3c(N4CCN(C)CC4)ncnc32)cc1
  A: 19; B: 1; C: 1; D: 6; E: -2; F: 30*; G: -2; H: 7; I: 10

#27 CC1(C)CC(=O)C(C=NCCO)=C(O)C1
  A: 2; B: 8; C: -6; D: 2; E: 2; F: -7; G: -14; H: 3; I: 10

#28 Cc1ccc(S(=O)(=O)Nc2ccc(C(=O)N3CCOCC3)cc2)cc1
  A: 15; B: -11; C: 3; D: 2; E: 1; F: 0; G: 1; H: -8; I: 0

#29 COCCCNC(=O)CSc1nc2ccccc2c(=O)n1CCc1ccc(S(N)(=O)=O)cc1
  A: 0; B: 4; C: 1; D: -1; E: 2; F: -1; G: 6; H: 2; I: -1

#30 CCCn1nnc(NC(=O)c2ccccc2Cl)n1
  A: 8; B: 6; C: 2; D: 1; E: 3; F: 2; G: 2; H: 0; I: 3

Down the list, from the results shown.
Compounds 1–7 in ZTA counter read 3, 7, -4, 10, 8, -6, 18
Compounds 1–7 in PAFAH2 FP inh read -7, -7, 9, 20, 3, 7, 78*

Next section
Codes – A = PREPL inhibitor; B = ZTA counter; C = PAD4 inh; D = LYPLA1 counter; E = GSTO1 counter; F = LYPLA2 counter; G = EBNA-1 inhibitor; H = PAFAH2 FP inh; I = PAFAH1B3 inh
#31 O=[N+]([O-])c1ccccc1/C=C/C=N/n1c(-c2cc(-c3ccccc3)n[nH]2)n[nH]c1=S
  A: 9; B: 4; C: 1; D: -1; E: 1; F: 3; G: 6; H: -8; I: 4

#32 O=C1C=C(NCc2ccccc2)CCC1
  A: 9; B: -15; C: -2; D: -3; E: 3; F: 1; G: -1; H: 5; I: 2

#33 Cc1cccc(-n2cccc2)c1C#N
  A: 4; B: 9; C: 0; D: 1; E: 3; F: 4; G: -1; H: -1; I: 9

#34 COc1cc2c(cc1OC)C1=CC(=O)C(=O)N1C(C)(C)C2
  A: -39; B: 2; C: -59; D: -5; E: -193; F: -21; G: 3; H: -15; I: -12

#35 O=C(/C=C/c1ccccc1)OCc1cncs1
  A: 15; B: 12; C: -4; D: 1; E: -1; F: 0; G: -9; H: 3; I: 5

#36 COc1cccc(CN2CCN(C(=O)c3cccc4ccccc34)CC2)c1
  A: 4; B: -9; C: 0; D: 2; E: 5; F: 1; G: -3; H: 6; I: 8

#37 CC(C)(C)OC(=O)N/N=C/c1ccc(Br)cc1
  A: -5; B: -5; C: -4; D: -1; E: 1; F: 1; G: -6; H: -2; I: -1

#38 CN(CC1COc2ccccc2O1)C(=S)Nc1ccccc1F (stereo not drawn)
  A: -6; B: 2; C: -2; D: 6; E: 3; F: 9; G: -1; H: -6; I: 8

#39 O=C(c1cccc(-n2cccc2)c1)N1CCN(S(=O)(=O)c2ccccc2)CC1
  A: 13; B: 1; C: -1; D: 0; E: 9; F: 5; G: 16; H: 11; I: -2

#40 CCCCN(C(=O)COC(=O)c1nc2nc(C)cc(C)n2n1)C1CCS(=O)(=O)C1 (stereo not drawn)
  A: 7; B: -3; C: 1; D: 0; E: ·; F: 3; G: ·; H: -2; I: 7

Part of the list above in another layout:
(32) O=C1C=C(NCc2ccccc2)CCC1
  PREPL inhibitor: 9; ZTA counter: -15; PAD4 inh: -2; LYPLA1 counter: -3; GSTO1 counter: 3; LYPLA2 counter: 1; EBNA-1 inhibitor: -1; PAFAH2 FP inh: 5; PAFAH1B3 inh: 2
(33) Cc1cccc(-n2cccc2)c1C#N
  PREPL inhibitor: 4; ZTA counter: 9; PAD4 inh: 0; LYPLA1 counter: 1; GSTO1 counter: 3; LYPLA2 counter: 4; EBNA-1 inhibitor: -1; PAFAH2 FP inh: -1; PAFAH1B3 inh: 9

(continued)
Codes – A = PREPL inhibitor; B = ZTA counter; C = PAD4 inh; D = LYPLA1 counter; E = GSTO1 counter; F = LYPLA2 counter; G = EBNA-1 inhibitor; H = PAFAH2 FP inh; I = PAFAH1B3 inh
#41 O=C(Nc1ccc(F)cc1)Nn1cnnc1
  A: -6; B: -14; C: 0; D: 0; E: -3; F: 0; G: 2; H: 4; I: 1

#42 COC(=O)C[C@H](NC(=O)Cn1cnc2c(OCc3ccccc3)ncnc21)C(=O)OC
  A: 4; B: ·; C: -3; D: ·; E: ·; F: ·; G: ·; H: 11; I: 4

#43 COc1cc(C)c(Br)cc1S(=O)(=O)N1CCCC1
  A: -13; B: -11; C: -1; D: -3; E: 5; F: 1; G: 4; H: 6; I: 7

#44 COc1ccc(N2C(=O)CC(NCc3ccc(F)cc3)C2=O)cc1 (stereo not drawn)
  A: -5; B: 5; C: -2; D: 0; E: 9; F: 0; G: 6; H: -2; I: 7

#45 CCOC(=O)C1=C(COC(=O)c2cccnc2SC)NC(=O)NC1C (stereo not drawn)
  A: 8; B: ·; C: 4; D: ·; E: ·; F: ·; G: ·; H: -2; I: 7

#46 O=C(NCC(=O)N1CCN(Cc2ccccc2)CC1)c1ccc(Br)o1
  A: 5; B: -8; C: 2; D: 0; E: 2; F: 8; G: 10; H: -2; I: 0

#47 CCN(CC)c1ccc(/C=N/Nc2nc3ccccc3[nH]2)c(O)c1
  A: 30; B: 3; C: -11; D: -4; E: -22; F: 7; G: -10; H: 6; I: 27*

#48 Cc1ccccc1NC(=O)CSc1nc2n(n1)CCCCC2
  A: -1; B: 13; C: 2; D: -1; E: -4; F: 0; G: 8; H: 7; I: 14

#49 O=C(CCC(=O)c1ccc(F)cc1)NC1CCCN(Cc2ccccc2F)C1 (stereo not drawn)
  A: -9; B: -2; C: -4; D: -2; E: -3; F: -1; G: -4; H: 4; I: 0

#50 CC(C)(C)C(=O)Cn1c(=O)n(-c2ccc(F)cc2F)c(=O)c2sccc21
  A: -13; B: 9; C: -2; D: 2; E: 2; F: 2; G: 5; H: -9; I: 10

#51 CC(C)NC(=O)CCS(=O)(=O)c1cccc2nonc12
  A: 0; B: -4; C: -5; D: 5; E: -4; F: 1; G: 7; H: -5; I: 5

#52 O=C(NC1=NCCS1)C1CCCCC1
  A: -3; B: 7; C: -1; D: 0; E: 0; F: 6; G: 17; H: -2; I: 6
